# ATXN viability = viability counter-screen for ATXN expression inhibitors; AID 651635; Potency, µM (series often up to 56.7 µM), hits mostly cytotoxic; S2 cells (HEK-293 line with an ATXN2-luciferase reporter) viability, CellTiter-Fluor protease fluorescence, 24 h; 0.49% of 400,000 active; also: nearly all actives have a fitted effect of over 40% in size
# Nrf2 activator = activators of Nrf2 (ARE) signaling | AID 624171 | 0.31% of 410,000 active | AREc32 ARE-luciferase reporter (MCF7-derived line), luminescence, 24 h | Potency, µM (titrated, usually from 46.1 µM), inactives show at the top dose activation, actives largely listed as activators; also: % of control where 0% means no effect; nearly all actives have a fitted effect of over 65% in size
#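 Luminescent ARE reporter assay in AREc32_Fluc cells: overnight plating at 37 deg C, 24 hr compound incubation, Steady-Glo added, 30 min RT before reading.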
# HepG2 tox = HepG2 cytotoxicity, counter-screen for TGF-b inhibitors; 0.76% of 410,000 active; AID 588856; HepG2 CAGA-GFP viability, ATP luminescence, 18 h; Potency, µM (doses to about 46.1 µM), without a hit: at the top dose activity change, negative = cytotoxicity, usual class: cytotoxic; also: some results filed as inactive show a strong effect at the top dose
#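 CellTiter-Glo luminescence gave cytotoxicity after 18 hours at 37 degrees C. The cells were HepG2 CAGA-GFP in 1% FBS DMEM, stimulated with 500 pg/mL TGF-beta after compound addition. %Activity was normalised to no-cell wells (complete cell-killing) and DMSO (no toxicity), and curves were fitted and classified.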
# A549 tox = kills or reduces viability of A549 cells in Nrf2 counter-screen. 0.16% of 390,000 active. AID 504648. A549 ARE-Fluc cells, CellTiter-Fluor viability, 18-24 h. Potency, µM (series often up to 46 µM), inactives show at the top dose activity change, negative = cytotoxicity, hits mostly inhibitors; also: % is scaled to controls: 0 for no effect and ±100 for the full control effect
#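 A549 ARE-Fluc cells in 5% FBS OPTI-MEM, 5000 cells/well, rested 2 h then exposed to compounds in concentration-response for 18-24 h at 37 °C. Viability by CellTiter-Fluor fluorescence (Ex 405/Em 525) after 30 min; luciferase luminescence (BugLite, 15 min, RT) read afterwards.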
# MCF10A rereplic = inducers of DNA re-replication in MCF 10A breast cells | 2.9% of 350,000 active | MCF 10A DNA re-replication, Hoechst nuclear intensity, 48 h | Potency, µM (top dose mostly 46.1 µM), inactives show at the top dose activity, positive = re-replication, actives largely listed as activators; also: % of control where 0% means no effect; nearly all actives have a fitted effect of over 50% in size
# Nrf2 inh = inhibitors of Nrf2 signaling; A549 ARE-Fluc reporter, luciferase luminescence, 18-24 h; Potency, µM (highest dose often 46 µM), for the others: top-dose activity change, negative = inhibition, actives largely listed as inhibitors; 2.1% of 360,000 active; also: % is scaled to controls: 0 for no effect and ±100 for the full control effect; nearly all actives have a fitted effect of over 60% in size
#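 Two sequential reads on A549 ARE_Fluc cells exposed to compound for 18-24 h: a CellTiter-Fluor fluorescence read for viability, then a luciferase luminescence read for Nrf2/ARE activity.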
# EPAC2 antagonist = EPAC2 (human) antagonism. Potency, µM (series often up to 114 µM), for inactives: at the highest dose activity, negative = inhibition, actives largely listed as inhibitors. EPAC2 GEF exchange of Rap1B-BODIPY-GDP, fluorescence. 0.18% of 360,000 active. AID 720708; also: % is scaled to controls: 0 for no effect and ±100 for the full control effect; nearly all actives have a fitted effect of over 45% in size; many of its hits are not listed in these tables
# Target sequence (Q8WZA2 whole entry, looked up): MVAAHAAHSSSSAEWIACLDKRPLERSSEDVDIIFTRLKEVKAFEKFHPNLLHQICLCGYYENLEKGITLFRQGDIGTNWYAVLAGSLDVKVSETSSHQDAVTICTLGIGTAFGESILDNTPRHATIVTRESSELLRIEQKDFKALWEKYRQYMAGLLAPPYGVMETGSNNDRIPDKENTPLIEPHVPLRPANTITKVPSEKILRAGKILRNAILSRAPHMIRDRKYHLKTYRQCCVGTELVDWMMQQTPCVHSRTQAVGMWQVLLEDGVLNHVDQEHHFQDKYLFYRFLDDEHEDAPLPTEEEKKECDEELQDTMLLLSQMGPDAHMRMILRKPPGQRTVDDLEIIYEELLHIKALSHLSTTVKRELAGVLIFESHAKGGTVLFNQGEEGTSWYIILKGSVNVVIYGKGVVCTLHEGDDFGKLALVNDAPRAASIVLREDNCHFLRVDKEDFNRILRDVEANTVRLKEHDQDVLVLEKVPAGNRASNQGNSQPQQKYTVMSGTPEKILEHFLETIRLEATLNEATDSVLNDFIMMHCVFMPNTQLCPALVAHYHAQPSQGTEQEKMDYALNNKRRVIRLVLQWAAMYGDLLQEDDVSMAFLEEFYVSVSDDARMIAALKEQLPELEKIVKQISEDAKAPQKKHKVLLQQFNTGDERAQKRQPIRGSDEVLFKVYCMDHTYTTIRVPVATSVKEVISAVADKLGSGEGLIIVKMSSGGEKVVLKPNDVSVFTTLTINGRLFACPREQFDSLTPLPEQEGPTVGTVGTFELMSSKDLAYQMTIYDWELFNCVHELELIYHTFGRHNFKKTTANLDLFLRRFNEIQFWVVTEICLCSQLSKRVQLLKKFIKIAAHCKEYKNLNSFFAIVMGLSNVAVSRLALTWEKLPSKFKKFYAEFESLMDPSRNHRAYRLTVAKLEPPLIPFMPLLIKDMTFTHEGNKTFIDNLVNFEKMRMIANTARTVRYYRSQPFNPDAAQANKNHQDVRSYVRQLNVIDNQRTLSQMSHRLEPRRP
# ATXN2 expr inh = ATXN2 expression inhibition; HEK-293 ATXN2-luciferase reporter, luminescence, 24 h; Potency, µM (highest dose often 57 µM), inactives show at the top dose activity change, negative = inhibition, most hits filed as inhibitors; 0.72% of 360,000 active; also: % is scaled to controls: 0 for no effect and ±100 for the full control effect; nearly all actives have a fitted effect of over 55% in size
#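 ATXN2-luciferase reporter cells (luciferase flanked by upstream and downstream ATXN2 gene portions) were treated 24 h at 37 °C with compounds at up to 57 uM. SteadyGlo luminescence gave expression; GF-AFC fluorescence gave viability.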
# TGFb SMAD3 inh = blocks TGF-b signaling; Potency, µM (top dose mostly 46.1 µM), for inactives: top-dose activity, negative = inhibition, hits mostly inhibitors; 1.2% of 410,000 active; HepG2 CAGA-GFP TGF-b/SMAD3 reporter, GFP fluorescence, 18 h; TGF-beta stimulated, 500 pg/mL final; AID 588855; also: % is scaled to controls: 0 for no effect and ±100 for the full control effect; nearly all actives have a fitted effect of over 65% in size
#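 Using HEPG2 CAGA-GFP reporter cells at 1000 cells/well, we pinned test compounds, stimulated with recombinant TGF-beta (500 pg/mL final) and measured total well GFP after 18 h.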
# * = called active by the depositor; i = inactive; ? = inconclusive; / = no result given; & = joins results of further samples; [ ] = another dose, or the depositor's remark. Calls follow the shape of the dose curve; as a rule, active = well fitted curve in the direction sought with a large enough effect; inconclusive = small, poorly fitted or top-dose-only effect, or another doubt; inactive = no such curve, though single readings can be large; an effect the other way counts as inactive or inconclusive. Potency is read from the fitted curve at half-maximal effect.
SMILES,ATXN viability,Nrf2 activator,HepG2 tox,A549 tox,MCF10A rereplic,Nrf2 inh,EPAC2 antagonist,ATXN2 expr inh,TGFb SMAD3 inh
Cn1c(=O)[nH]c(=O)c2c1nc(N1CCOCC1)n2CCN1CCOCC1,i,0.0%,5%,-2%,-2%,6%,-5%,0%,-7%
CC(NC(=O)CNC(=S)N(Cc1cccs1)C1CCCC1)c1ccccc1 (configuration not stated),i,-0.3%,-16%,-5%,?,?,0%,4%,-6%
O=C(c1ccc(OC2CCN(CCCc3ccccc3)CC2)cc1)N1CCCC1,i,-0.2%,-18%,-25%,8%,0%,5%,0%,-9%
COC(=O)[C@]1(C)N[C@H](CN(C)C(=O)c2ccc(F)cc2)[C@@H]2C(=O)N(C)C(=O)[C@@H]21,i,0.1%,-15%,1%,-29%,24%,-2%,5%,3%
CC(C)(CNC(=O)c1cccc(F)c1)CNC(=O)c1cccc(F)c1,i,-0.1%,4%,3%,0%,-11%,12%,/,2%
CCCCCCCN1CCC(=O)N([C@H](CO)CC(C)C)CC1,i,2.0%,10%,4%,-8%,-2%,4%,-4%,7%
COc1cc(OC)cc(-c2nnc(SCC(=O)NCc3cccs3)o2)c1,i,2.2%,-35%,0%,-14%,5%,7%,8%,7%
NS(=O)(=O)c1ccc(NC(=S)N2CCN(Cc3ccc(Cl)c(Cl)c3)CC2)cc1,i,4.9%,-16%,-3%,?,-12%,-6%,-31%,-25%
O=C(c1n[nH]c(=O)c2ccccc12)N1CCN(Cc2ccc3c(c2)OCO3)CC1,i,0.9%,17%,0%,-1%,?,11%,-13%,10%
COC(=O)C1(C)NC(=O)c2ccccc2N1 (configuration not stated),i,-0.3%,-1%,2%,2%,0%,1%,10%,6%
Cc1ccc2c(c1)N=C(c1ccccc1)CC(C(Cl)Cl)=N2,i,18%,-42%,-6%,?,?,-2%,51%[activator],?
COCCn1c(C)cc(C(=O)COc2ccc(N(C)S(=O)(=O)c3ccc(C)cc3)cc2)c1C,i,2.4%,-24%,-11%,6%,?,6%,3%,-13%
CCN1CCN(c2ccc(S(=O)(=O)N3CCCCC3)cc2NC(=O)c2ccc(F)cc2)CC1,i,-0.8%,-36%,-6%,7.3µM*,-3%,-4%,-1%,?
CCOc1ccc(C=NNc2ccc(S(=O)(=O)Nc3ccccc3C(=O)O)cc2[N+](=O)[O-])cc1,i,0.6%,5%,?,1%,7%,-16%,14%,15%
COc1ccc(OC(C)C(=O)Nc2cccc([N+](=O)[O-])c2)cc1 (configuration not stated),i,6.6%,-12%,16%,-43%[inhibitor],-17%,0%,-9%,9%
C/C(CC(=O)Nc1ccc(Cl)cc1Cl)=N\NC(=O)c1cnccn1,i,4.3%,-7%,-2%,?,?,-6%,22%,14%
Cc1cc(C)cc(NC(=O)CSc2nnc(-c3cc4occc4n3C)n2-c2ccccc2C)c1,/,3.1%,-30%,-3%,/,26%,/,/,?
O=C(Oc1ccc(C(=S)N2CCOCC2)cc1)c1ccc(F)cc1,i,0.0%,12%,-4%,-8%,-10%,-2%,-17%,-9%
O=C1CCCN1c1cc(Cl)cc(Cl)c1,i,-0.4%,25%,?,14%,9%,-14%,-28%,15%
CCCC(CCC)C(=O)Nc1cccc(-c2nc3cccnc3s2)c1C,i,4.9%,-30%,16%,/,?,/,9%,0%
CC1(C)CC(=O)c2cnc(NC(=O)CSc3nc4ccccc4o3)nc2C1,i,0.0%,4%,-1%,0%,10%,5%,14%,15%
CC(C)c1ccc(N(CC(=O)NCc2ccco2)C(=O)CCC(=O)Nc2ccccn2)cc1,i,0.3%,-15%,0%,5%,-18%,3%,-4%,0%
CC1CCc2sc(C(=O)NCC3CCCO3)cc2C1 (configuration not stated),i,0.4%,4%,-4%,7%,?,12%,17%,2%
O=C(COc1coc(CN2CCc3ccccc3C2)cc1=O)Nc1ccc([N+](=O)[O-])cc1,i,-0.9%,-13%,1%,1%,4%,-4%,-20%,6%
CCCCn1c(SCN2C(=O)c3ccccc3C2=O)nc2cc(S(N)(=O)=O)ccc21,i,0.3%,-10%,-2%,?,-18%,-6%,8%,?
COc1ccc(NC(=O)CCc2nnc3ccc(NCc4ccc5c(c4)OCO5)nn23)cc1,?,5.3%,-19%,1%,14%,6%,3%,/,10%
O=c1[nH]c(=S)n(-c2cccc(Cl)c2)c(O)c1/C=N/N1CCOCC1,i,0.3%,-8%,-1%,6%,-1%,1%,/,-19%
CCN1C(=O)/C(=C/N2CCc3ccccc32)SC1=S,i,3.0%,19%,-2%,24%,?,70%[activator],45%[activator],-4%
Cc1cc(Cl)cc(C)c1OCCCCn1ccnc1,i,0.4%,-16%,1%,5%,/,4%,-38%,1%
Cc1cc(C)cc(NC(=O)c2ccc(S(=O)(=O)NCc3cccnc3)cc2)c1,i,3.5%,-16%,1%,-1%,-16%,-1%,-11%,-13%
Cc1cccc(OCc2nnc(SCc3nc4ccccc4c(=O)[nH]3)o2)c1,i,3.9%,10%,-3%,-3%,/,21%,-2%,1%
O=C(Cn1nc(-c2ccccc2)ccc1=O)Nc1ccc(N2CCN(C(=O)c3ccccc3)CC2)cc1,i,-0.9%,-3%,4%,-18%,/,-4%,-2%,-7%
COCCNC(=O)C1(C)CCCN(C(=O)c2cccc(C#N)c2)C1 (configuration not stated),i,0.7%,6%,/,/,/,-1%,2%,5%
COc1ccc(N2CCN(C3CCCN(S(=O)(=O)c4ccccc4)C3)CC2)cc1 (configuration not stated),i,-0.7%,-8%,12%,?,-12%,-1%,-16%,-16%
O=C(c1cc(-c2cccc(O)c2)on1)N1CCN(C(c2ccccc2)c2ccccc2)CC1,?,-0.1%,-107%,7%,6.5µM*,12%,-1%,-10%,?
COC(=O)c1nc(NC(=O)c2cc(OC)c(OC)c(OC)c2)n[nH]1,i,-0.9%,-7%,0%,-5%,3%,8%,10%,-13%
Nc1c(C(=O)CSc2nccn2-c2ccc(Cl)cc2)c(=O)[nH]c(=O)n1C1CC1,i,0.0%,8%,8%,15%,-15%,1%,/,15%
O=C(O)C1CC(c2cccc(Br)c2)=NO1 (configuration not stated),i,-0.4%,4%,6%,27%,14%,0%,-3%,7%
CC(C)(C)c1nc2ccc(NS(=O)(=O)c3ccc(F)c(F)c3F)cc2[nH]1,i,-0.2%,-1%,3%,?,-1%,-8%,0%,17%
O=C(Nc1cnn(Cc2ccc(Cl)cc2)c1)C1CCCC1,i,-0.6%,-7%,-1%,2%,2%,2%,-1%,0%
Clc1ccc(-c2cn3c(n2)-c2ccccc2C3)cc1Cl,i,6.3%,-22%,-3%,-2%,?,3%,88%[activator],-30%
Cc1cc(-c2cc(C(=O)Nc3ccccc3)on2)nc(NCC2CC2)n1,i,4.8%,2%,1%,-6%,0%,-10%,2%,-17%
COc1ccc(C=CC(=O)c2ccc(OC)c(OC)c2)cc1O,?,?,-26%,/,/,/,-1%,/,?
CCc1ccccc1N(CC(=O)NCc1ccco1)C(=O)c1snc(C(N)=O)c1N,i,0.0%,-14%,-4%,?,-15%,9%,2%,7%
O=C(C1CCCN(S(=O)(=O)c2ccc(F)cc2)C1)N1CCCC1 (configuration not stated),i,0.3%,30%,-1%,-8%,11%,3%,1%,0%
O=C(NNC(=O)[C@H]1CC=CC[C@H]1C(=O)O)c1ccc(Cl)cc1Cl,?,-0.3%,10%,-5%,3%,3%,12%,-17%,9%
O=C1C2CCC(C2)C1CN1CCOCC1 (configuration not stated),i,0.0%,0%,-1%,-1%,-19%,3%,5%,16%
N/C(COc1ccc(Cl)cc1Cl)=N\NS(=O)(=O)c1ccccc1,i,-0.2%,-18%,-2%,-1%,-3%,-4%,-15%,-3%
CCN1CCN(c2ccc(S(=O)(=O)N3CCOCC3)cc2NC(=O)CC(NC(C)=O)c2ccccc2)CC1 (configuration not stated),i,-0.2%,8%,6%,4%,1%,3%,-1%,-2%
CC1=CC(C)=Nc2ccc(C)cc2N1,i,3.2%&0.4%,-17%&0%,0%&-5%,?,?,11%[57.1 µM],84%&67%[activator],20%&-12%

# Another view of some results above.
# The line under a structure holds: ATXN viability | Nrf2 activator | HepG2 tox | A549 tox | MCF10A rereplic | Nrf2 inh | EPAC2 antagonist | ATXN2 expr inh | TGFb SMAD3 inh
> O=C(Nc1cnn(Cc2ccc(Cl)cc2)c1)C1CCCC1
→ i | -0.6% | -7% | -1% | 2% | 2% | 2% | -1% | 0%
> Clc1ccc(-c2cn3c(n2)-c2ccccc2C3)cc1Cl
→ i | 6.3% | -22% | -3% | -2% | ? | 3% | 88%[activator] | -30%
> Cc1cc(-c2cc(C(=O)Nc3ccccc3)on2)nc(NCC2CC2)n1
→ i | 4.8% | 2% | 1% | -6% | 0% | -10% | 2% | -17%
> COc1ccc(C=CC(=O)c2ccc(OC)c(OC)c2)cc1O
→ ? | ? | -26% | / | / | / | -1% | / | ?
> CCc1ccccc1N(CC(=O)NCc1ccco1)C(=O)c1snc(C(N)=O)c1N
→ i | 0.0% | -14% | -4% | ? | -15% | 9% | 2% | 7%
> O=C(C1CCCN(S(=O)(=O)c2ccc(F)cc2)C1)N1CCCC1 (configuration not stated)
→ i | 0.3% | 30% | -1% | -8% | 11% | 3% | 1% | 0%
> O=C(NNC(=O)[C@H]1CC=CC[C@H]1C(=O)O)c1ccc(Cl)cc1Cl
→ ? | -0.3% | 10% | -5% | 3% | 3% | 12% | -17% | 9%
> O=C1C2CCC(C2)C1CN1CCOCC1 (configuration not stated)
→ i | 0.0% | 0% | -1% | -1% | -19% | 3% | 5% | 16%
> N/C(COc1ccc(Cl)cc1Cl)=N\NS(=O)(=O)c1ccccc1
→ i | -0.2% | -18% | -2% | -1% | -3% | -4% | -15% | -3%
> CCN1CCN(c2ccc(S(=O)(=O)N3CCOCC3)cc2NC(=O)CC(NC(C)=O)c2ccccc2)CC1 (configuration not stated)
→ i | -0.2% | 8% | 6% | 4% | 1% | 3% | -1% | -2%
> CC1=CC(C)=Nc2ccc(C)cc2N1
→ i | 3.2%&0.4% | -17%&0% | 0%&-5% | ? | ? | 11%[57.1 µM] | 84%&67%[activator] | 20%&-12%

# A portion of the library. The share of hits here may be higher or lower than overall.
